Source: PubChem
p53ts 39C kill: p53ts cell cytotoxicity, nonpermissive temperature; H1299-p53A138V viability at 39C, ATP luminescence, 24 h; Potency, µM (top dose mostly 46.1 µM), for the others: top-dose activity change, negative = cell killing, most hits filed as cytotoxic; 130,000 compounds, 1.5% hits; AID 902; note: nearly all actives have a fitted effect of over 55% in size
Imprint erasure: induces erasure of genomic imprints in mouse ES cells. Potency, µM (titrated, usually from 60.7 µM), for the others: at the highest dose activity change, positive = activation, hits mostly activators. mouse ES Peg3-LacZ reporter, beta-gal luminescence, 40 h. 110,000 compounds, 0.02% hits;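 note: 0% = negative control wells on the plate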
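Gelatin-coated wells received 300 freshly trypsinized female ES cells with a Peg3LacZ-Neo reporter on the maternal allele, then incubated 40 hours at 37C. BetaGlo was added for 5 minutes at room temperature before a single luminescence read.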
p53ts 32C kill: kills p53ts cells at the permissive temperature | AID 924 | Potency, µM (doses to about 46.1 µM), without a hit: at the top dose activity change, negative = cytotoxicity, actives largely listed as cytotoxic | H1299-p53A138V at 32C, ATP luminescence viability, 24 h | 130,000 compounds, 0.93% hits;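 note: 0% = DMSO and -100% = full killing by reference compound; nearly all actives have a fitted effect of over 55% in size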
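Cells: H1299 p53ts (A138V), 600/well, pre-incubated 16–30 h at 37C. Cpd up to 46 uM, 24 h, 32C. Readout: ATPlite luminescence, 20 min RT. Normalization: DMSO vs tamoxifen 100 uM. AC50 by Hill equation.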
IkB sig inh: IkB pathway inhibition in ABC-DLBCL cells. ABC-DLBCL IkBa-CBG/CBR dual luciferase ratio, 4 h; response scale: scaled: untreated 0%, proteasome inhibitor 100%. Potency, µM (titrated, usually from 57.1 µM), without a hit: at the top dose IkBa stabilization activation. 110,000 compounds, 0.04% hits. AID 445; active = well fitted curve in the direction sought with a large enough effect in the signal ratio, not every such curve was filed as active; inconclusive = small, poorly fitted or top-dose-only effect, or a change in a side signal; the % refers to the signal ratio;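 note: the direction sought is a rising ratio; 0% = basal untreated cells and 100% = reference inhibitor full response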
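Luminescence ratio of IκBα-fused green versus native red beetle luciferase in OCI-Ly3 cells, 4 h post-doxycycline with compound; red signal alone, scaled from basal (0%) to zero light (-100%), flagged nonspecific or cytotoxic effects.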
Numbers without * were called inactive; ? = inconclusive; nt = not tested or not shown; & = joins results of further samples; [ ] = dose if it differs, or a comment. Unless noted, calls come from the whole dose curve; as a rule, active = well fitted curve in the direction sought with a large enough effect; inconclusive = small, poorly fitted or top-dose-only effect, or another doubt; inactive = no such curve, though single readings can be large; an effect the other way counts as inactive or inconclusive. Unless noted, % is set by controls: 0 for no effect and ±100 for the full control effect; potency is the fitted concentration of half-maximal effect. A portion of the library; the hit share may differ from the screen's.

(1) C=CC(C)(O)CC/C=C(\C)CCC=C(C)C (stereo unspecified)
(2) CN(C)CCCN1c2ccccc2Sc2ccccc21
(3) CN(C)CCCSc1ccccc1NC(=O)/C=C\c1ccccc1
(4) COc1ccc(C(=O)Nc2nc3ccccc3n2CCOc2ccc(Cl)cc2)cc1
(5) N=C(N=C(N)N)N1CCOCC1
(6) CCCC(NC(C)C(=O)N1C(C(=O)O)CC2CCCCC21)C(=O)OCC (stereo unspecified)
(7) C=CCSCC=C
(8) Cc1coc2c1C(=O)C(=O)c1c-2ccc2c1CCCC2(C)C

screen / no.	1	2	3	4	5	6	7	8
p53ts 39C kill	9%	?	-17%	?	5%[20.6 µM]	1%	13%	-11%
IkB sig inh	nt	3.2%[25.6 µM]	?	?	?	nt	nt	nt
p53ts 32C kill	-5%	9%	-17%	-6%	-12%[20.6 µM]	2%	3%	?
Imprint erasure	-11%	-14%	-66%[inhibitor]	-14%[10.9 µM]	16%[16.8 µM]	-12%	-6%	-13%

(9) CCCCCCCCO
(10) Cc1c(C(=O)O)c(O)cc2c1C(=O)c1c(O)c([C@H]3O[C@H](CO)[C@@H](O)[C@H](O)[C@H]3O)c(O)c(O)c1C2=O
(11) O=C1N(c2ccccc2)c2ccccc2C1(Cc1ccncc1)Cc1ccncc1
(12) COc1ccccc1OCC(O)COC(N)=O (stereo unspecified)
(13) CC(=O)[C@@H]1CC[C@@H]2[C@@H]3C[C@H](C)C4=CC(=O)CC[C@@]4(C)[C@H]3[C@H](O)C[C@]21C
(14) O=C(Cn1ccnc1[N+](=O)[O-])NCCO
(15) COc1ccc(NC(=O)Cn2ccn(-c3ccc(C)c(C)c3)c(=O)c2=O)cc1Cl
(16) Cc1nc2c3ccccc3nc(NNC(=O)CCC(=O)N3CCN(c4cc(Cl)ccc4C)CC3)n2n1

screen / no.	9	10	11	12	13	14	15	16
p53ts 39C kill	1%	-22%	8%	-5%	1%[20.6 µM]	13%	15%	-17%
IkB sig inh	2.0%	-5.6%	2.9%&-1.3%	nt	?	-1.2%[25.6 µM]	-2.0%	?
p53ts 32C kill	2%[1.84 µM]	-29%	-10%	0%	0%[20.6 µM]	-9%	-2%	-1%
Imprint erasure	1%	-28%&-21%&-2%	-10%&-14%	-7%	-13%[16.8 µM]	?	?	-2%[10.9 µM]

Quoted from above, entries 3–16
(3) CN(C)CCCSc1ccccc1NC(=O)/C=C\c1ccccc1
(4) COc1ccc(C(=O)Nc2nc3ccccc3n2CCOc2ccc(Cl)cc2)cc1
(5) N=C(N=C(N)N)N1CCOCC1
(6) CCCC(NC(C)C(=O)N1C(C(=O)O)CC2CCCCC21)C(=O)OCC (stereo unspecified)
(7) C=CCSCC=C
(8) Cc1coc2c1C(=O)C(=O)c1c-2ccc2c1CCCC2(C)C
(9) CCCCCCCCO
(10) Cc1c(C(=O)O)c(O)cc2c1C(=O)c1c(O)c([C@H]3O[C@H](CO)[C@@H](O)[C@H](O)[C@H]3O)c(O)c(O)c1C2=O
(11) O=C1N(c2ccccc2)c2ccccc2C1(Cc1ccncc1)Cc1ccncc1
(12) COc1ccccc1OCC(O)COC(N)=O (stereo unspecified)

screen / no.	3	4	5	6	7	8	9	10	11	12
p53ts 39C kill	-17%	?	5%[20.6 µM]	1%	13%	-11%	1%	-22%	8%	-5%
IkB sig inh	?	?	?	nt	nt	nt	2.0%	-5.6%	2.9%&-1.3%	nt
p53ts 32C kill	-17%	-6%	-12%[20.6 µM]	2%	3%	?	2%[1.84 µM]	-29%	-10%	0%
Imprint erasure	-66%[inhibitor]	-14%[10.9 µM]	16%[16.8 µM]	-12%	-6%	-13%	1%	-28%&-21%&-2%	-10%&-14%	-7%

(13) CC(=O)[C@@H]1CC[C@@H]2[C@@H]3C[C@H](C)C4=CC(=O)CC[C@@]4(C)[C@H]3[C@H](O)C[C@]21C
(14) O=C(Cn1ccnc1[N+](=O)[O-])NCCO
(15) COc1ccc(NC(=O)Cn2ccn(-c3ccc(C)c(C)c3)c(=O)c2=O)cc1Cl
(16) Cc1nc2c3ccccc3nc(NNC(=O)CCC(=O)N3CCN(c4cc(Cl)ccc4C)CC3)n2n1

screen / no.	13	14	15	16
p53ts 39C kill	1%[20.6 µM]	13%	15%	-17%
IkB sig inh	?	-1.2%[25.6 µM]	-2.0%	?
p53ts 32C kill	0%[20.6 µM]	-9%	-2%	-1%
Imprint erasure	-13%[16.8 µM]	?	?	-2%[10.9 µM]

Other compounds follow.
(17) CC1=NN(c2ccccc2)C(=O)C1
(18) NS(=O)(=O)c1cc2c(cc1C(F)(F)F)N[C@H](Cc1ccccc1)NS2(=O)=O
(19) CCCCC1CCC(CCCC(C)CCC(=O)O)CC1 (stereo unspecified)
(20) C[C@H]1[C@H](C)CC[C@]2(C(=O)O)CC[C@]3(C)C(=CCC4[C@@]5(C)C[C@@H](O)[C@H](O)[C@@](C)(CO)[C@@H]5CC[C@]43C)[C@H]12 (stereo partly specified)
(21) CC(=O)NCCCCCC(=O)O
(22) CN1CCC(=C2c3ccccc3CCc3sccc32)CC1
(23) Nc1c2c(nc3ccccc13)CCC[C@H]2O
(24) CC(C)(C)NC[C@H](O)COc1cccc2c1C[C@@H](O)[C@@H](O)C2

screen / no.	17	18	19	20	21	22	23	24
p53ts 39C kill	1%&3%	3%[20.6 µM]	6%	-17%	-2%	-8%	11%	8%[20.6 µM]
IkB sig inh	1.9%&0.3%	-0.3%[25.6 µM]	?	nt	nt	0.0%[25.6 µM]	-3.4%	1.0%[25.6 µM]
p53ts 32C kill	-6%[1.84 µM]	3%[20.6 µM]	-5%	?	11%	-4%	-7%	0%[20.6 µM]
Imprint erasure	-4%&-2%&-8%	1%[16.8 µM]	-15%[10.9 µM]	3%	-19%	-2%	nt	-7%[16.8 µM]

Whole records, quoted from the list.
`CC(=O)NCCCCCC(=O)O` reads p53ts 39C kill = -2%; IkB sig inh = nt; p53ts 32C kill = 11%; Imprint erasure = -19%
`CN1CCC(=C2c3ccccc3CCc3sccc32)CC1` reads p53ts 39C kill = -8%; IkB sig inh = 0.0%[25.6 µM]; p53ts 32C kill = -4%; Imprint erasure = -2%

Continued:
(25) Nc1cc(-c2ccncc2)c[nH]c1=O
(26) CC(=O)N(C[C@@H](O)CO)c1c(I)c(C(=O)NC[C@@H](O)CO)c(I)c(C(=O)NC[C@@H](O)CO)c1I
(27) O=C(O)CN1C(=O)c2cccc3cccc(c23)C1=O
(28) c1ccc2c(CC3=NCCN3)cccc2c1
(29) COc1ccc(-c2cc(=O)c3c(O)cc(O[C@H]4OC(COC5OC(C)C(O)C(O)[C@H]5O)C(O)C(O)C4O)cc3o2)cc1O (stereo partly specified)
(30) Cc1oc(-c2cccc(Cl)c2)nc1Cn1c(SCc2ccccc2F)nc2ccncc21
(31) Cc1nn(CC(=O)NCCc2ccccc2)c(=O)c2c1sc1ccccc12
(32) O=c1cc(-c2ccc(O)cc2)oc2cc(O)ccc12

screen / no.	25	26	27	28	29	30	31	32
p53ts 39C kill	4%	-1%[20.6 µM]	-10%	-9%	4%	?	-1%	-10%
IkB sig inh	-0.2%[25.6 µM]	0.2%[25.6 µM]	-0.3%	0.8%[25.6 µM]	nt	?	?	nt
p53ts 32C kill	-20%	-2%[20.6 µM]	-1%	-4%	8%	-15%	19%	-2%
Imprint erasure	-4%	-8%[16.8 µM]	-6%	-18%	-6%	-2%[10.9 µM]	-13%[10.9 µM]	-6%

(33) Cc1nc2c3ccccc3nc(NNC(=O)CCC(=O)N3CCN(c4ccccc4)CC3)n2n1
(34) Cc1nnc(NS(=O)(=O)c2ccc(N)cc2)s1
(35) Nc1nccs1
(36) CNC(=O)c1ccc(CSc2nc3ccncc3n2Cc2ccc(C)cc2)cc1
(37) CCCCCC(=O)O[C@@]1(C(C)=O)CCC2C3CCC4=CC(=O)CC[C@@]4(C)C3CC[C@]21C (stereo partly specified)
(38) CCCOc1ccccc1-c1nc2n[nH]nc2c(=O)[nH]1
(39) NS(=O)(=O)c1cc2c(cc1C(F)(F)F)NC(Cc1ccccc1)NS2(=O)=O (stereo unspecified)

screen / no.	33	34	35	36	37	38	39
p53ts 39C kill	2%	-9%	-12%	?	15%	8%	2%
IkB sig inh	-0.9%	0.1%	-2.2%	?	nt	0.1%	nt
p53ts 32C kill	6%	-2%	-5%	-7%	11%	-10%	-9%
Imprint erasure	-6%[10.9 µM]	-12%	10%&1%	-20%[10.9 µM]	-14%	-4%	-4%
